Source: PubChem BioAssay
12-LOX inh – blocks human arachidonate 12S-lipoxygenase. purified 12hLO, xylenol orange hydroperoxide absorbance. Potency, µM (titrated, usually from 108 µM), for inactives: top-dose activity change, negative = inhibition, usual class: inhibitors. hit rate 1.1% among 580,000; active means well fitted inhibition curve with a large enough effect; inconclusive means small, poorly fitted or top-dose-only effect, or another doubt; inactive means no such curve, though single readings can be large or run the other way
Target sequence (P18054 whole entry, looked up): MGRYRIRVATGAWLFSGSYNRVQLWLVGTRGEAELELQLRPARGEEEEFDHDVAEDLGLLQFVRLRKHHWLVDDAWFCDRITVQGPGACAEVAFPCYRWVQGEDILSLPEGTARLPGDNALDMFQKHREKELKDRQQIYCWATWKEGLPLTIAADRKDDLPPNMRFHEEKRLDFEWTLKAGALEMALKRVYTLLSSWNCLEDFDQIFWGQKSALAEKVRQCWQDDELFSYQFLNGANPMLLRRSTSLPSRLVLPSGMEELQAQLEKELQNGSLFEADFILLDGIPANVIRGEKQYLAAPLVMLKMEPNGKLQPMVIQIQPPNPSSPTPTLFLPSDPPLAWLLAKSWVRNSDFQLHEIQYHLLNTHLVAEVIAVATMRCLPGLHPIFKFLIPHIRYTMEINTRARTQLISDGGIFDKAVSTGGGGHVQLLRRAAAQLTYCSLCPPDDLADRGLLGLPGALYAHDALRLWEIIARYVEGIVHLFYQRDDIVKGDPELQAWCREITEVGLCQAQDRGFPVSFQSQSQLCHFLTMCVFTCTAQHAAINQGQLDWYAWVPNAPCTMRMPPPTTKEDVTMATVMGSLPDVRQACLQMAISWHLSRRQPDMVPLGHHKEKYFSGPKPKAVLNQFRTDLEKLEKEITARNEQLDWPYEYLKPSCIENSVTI
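Hydroperoxide product was detected by ferrous iron/xylenol orange as the 573 to 405 nm absorbance ratio. Arachidonic acid at 40 uM (final) was turned over for 30 min at room temperature by 150 nM human 12hLO, pH 7.0 Hepes buffer, after 15 min compound preincubation.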
* = called active by the depositor; u = inconclusive; [ ] = remark or other dose. On the % scale 0 is the no-effect control and ±100 the full control effect; potency means the concentration at half of the fitted maximal effect. Only part of the results is shown (hit frequency here may not be typical).

cpd	SMILES	12-LOX inh
1	CCCS(=O)(=O)N1CCCC(Cc2noc(-c3ccccc3)n2)C1 (stereo not drawn)	62.1%[activator]
2	COc1cc(CN2C[C@@H](CO)[C@H](NC(=O)c3cccnc3)C2)ccc1F	49.3%[activator]
3	COc1cccc(C(=O)C(C)C(=O)c2cccc(OC)c2)c1	-14.6%
4	CC(c1cccs1)N(C)S(C)(=O)=O (stereo not drawn)	10.1%[176 µM]
5	NS(=O)(=O)c1ccc(N/N=C/c2c(F)cccc2Cl)c([N+](=O)[O-])c1	u
6	COC(=O)[C@@]12C[C@@H](CC(=O)NCc3cccs3)C(=O)N(Cc3ccco3)C1=CCC(C)(C)C2	u
7	Cc1noc(-c2cn(C3CCN(C(=O)c4ccc(OC(F)(F)F)cc4)C3)nn2)n1 (stereo not drawn)	25.5%
8	O=C(O)/C=C/c1ccc(F)c(Cl)c1	-1.3%
9	CN(CC(=O)N(C1CCCC1)C1CCS(=O)(=O)C1)c1ccc2ccccc2c1 (stereo not drawn)	u
10	O=C(Cc1[nH]nc2ccccc12)N[C@H](c1ccc2c(c1)CCO2)C1CC(O)C1 (stereo partly drawn)	7.8%
11	COc1ccccc1-c1cc2c(c(OC)c1)OCCN(C(=O)Cn1nc(-c3ccccc3)c3ccccc3c1=O)C2	20.7%
12	CC(C)N1CCN(C(=O)C2Cn3cccc3C(=O)N2Cc2cccnc2)CC1 (stereo not drawn)	19.6%
13	COc1ccc(C(=O)CCl)cc1Cl	u
14	Cc1ccc(CN(C(=O)c2ccco2)c2ccc(CC(=O)NC(C)C)cc2)cc1	33.7%
15	Cc1ccc(C(=O)N2CCC(c3nn(-c4ccccc4)c(=O)[nH]3)CC2)cc1	4.2%
16	CCc1cc(C(=O)NCC2Cc3cc(C)cc(-c4cc(C(C)=O)ccc4F)c3O2)n(C)n1 (stereo not drawn)	-5.5%
17	Brc1ccccc1CNCc1ccc(Cn2cncn2)cc1	u
18	O=C(Cc1cc(C(F)(F)F)cc(C(F)(F)F)c1)Nc1c(-c2ccccc2)[nH][nH]c1=O	6.7%
19	Cc1ccccc1-c1ccnc(-c2nnc(C)n2Cc2ccncc2)c1	47.5%[activator][176 µM]
20	Cn1cnnc1-c1cccc(NC(=O)Cc2cccc(F)c2)c1	-4.4%
21	CCN(CC(=O)Nc1ccc(NC(C)=O)cc1)C(=O)c1nn(C)c(=O)c2ccccc12	0.3%
22	C=CCNC(=O)C(NC(=O)c1cccs1)C1CCN(C(=O)c2ccc(F)cc2)CC1 (stereo not drawn)	-3.0%
23	Cc1ocnc1C(=O)NC1CC(c2nnc(Cn3cccn3)n2C)C1 (stereo not drawn)	-2.0%
24	COc1ccc(OCc2nc(C)c(CCO)c(=O)n2CC(=O)Nc2cccc(OC)c2)cc1	-9.5%
25	Cc1ccccc1CSc1nc2nc[nH]c2c(=O)[nH]1	32.4%
26	COc1ccc(Cl)cc1NC(=O)CN1C(=O)NC2(CCCCC2)C1=O	u
27	Cc1ccc2c(C)c(CCC(=O)N3CCCCCC3)c(=O)oc2c1	41.1%[activator]
28	COC(=O)c1cc2c(c3c4cc(OC)ccc4n(S(=O)(=O)c4ccc(OC)cc4)c13)C(=O)N(Cc1ccccc1)C2	-16.7%
29	O=C(c1ccc(F)cc1F)N1CCC2(CC1)N=C(c1ccc(Cl)cc1)NO2	7.8%
30	O=C(Nc1nnc(C2CC2)s1)c1cc(-c2ccncc2)nc2ccccc12	46.6%[activator]
31	COC(=O)c1cn([C@H]2CO[C@H]3[C@@H]2OC[C@@H]3NCc2ccccc2)nn1	13.3%[176 µM]
32	N#Cc1ccnc(Sc2ccc(F)cc2)c1	52.9%[activator]
33	Cn1cnc(S(=O)(=O)N2CC(N(CC3CC3)C3CCOCC3)C2)c1	34.9%[activator]
34	COc1ccc(-c2nc3cnccn3c2NC2CCCCC2)cc1	-14.7%
35	Cc1ccc(C(=O)N[C@H]2CO[C@H]3[C@@H]2OC[C@H]3OC(=O)Nc2ccccc2)cc1	12.5%[176 µM]
36	Cc1ccccc1-c1cnc2[nH]cc(CC(=O)NCCN(C)C)c2c1	-20.9%[176 µM]
37	CCc1ccc2ncc(S(=O)(=O)c3ccc(C)c(C)c3)c(N3CCOCC3)c2c1	u
38	Cc1ccc(S(=O)(=O)N(C)CC(=O)Nc2ccccc2OC(F)(F)F)cc1	u
39	CCc1ccc(CNC(=O)Nc2ccc(N3CCOCC3)nc2)s1	-16.2%
40	O=C(Nc1ccc(SC2CCCC2)cc1)c1cccs1	-10.7%

Taken from above:
Under 12-LOX inh, C=CCNC(=O)C(NC(=O)c1cccs1)C1CCN(C(=O)c2ccc(F)cc2)CC1 (stereo not drawn) is listed with -3.0%
Under 12-LOX inh, Cc1ccccc1-c1cnc2[nH]cc(CC(=O)NCCN(C)C)c2c1 is listed with -20.9%[176 µM]
Under 12-LOX inh, Cc1ccccc1-c1ccnc(-c2nnc(C)n2Cc2ccncc2)c1 is listed with 47.5%[activator][176 µM]

(next part)
cpd	SMILES	12-LOX inh
41	COc1cccc(CNC(=O)[C@@H]2C[C@@H](O)CN2C2CCN(C(=O)c3cccc4nccnc34)CC2)c1	45.1%[activator]
42	COc1cccc([S+](=O)([O-])N2CCn3cc(C(=O)N4CCOCC4)nc3C2)c1	0.4%[6.33 µM]
43	CS(=O)(=O)c1ccc(O[C@H]2COCCN(Cc3cccc4c3OCO4)C2)cc1	83.2%[activator][176 µM]
44	CC(Oc1ccc2ccccc2c1)C(=O)N1CCCOCC1 (stereo not drawn)	1.4%
45	CCCOc1ccc2ccccc2c1CN(C)C(=O)Cc1n[nH]c(=O)c2ccccc12	2.6%
46	Cc1cccc(-c2noc([C@@H]3Cc4nc[nH]c4CN3Cc3cccc(C#N)c3)n2)c1	60.8%[activator][176 µM]
47	CC(CN1CC2(CCN(C(=O)c3ccc(=O)n(C)n3)CC2)OC1=O)c1ccccc1 (stereo not drawn)	-28.3%
48	O=C(O)C(c1c[nH]c2ccc(Cl)cc12)N1CCN(c2cccc(Cl)c2)CC1 (stereo not drawn)	-17.8%

Continued, overlapping the part above by 2 compounds.
cpd	SMILES	12-LOX inh
47	CC(CN1CC2(CCN(C(=O)c3ccc(=O)n(C)n3)CC2)OC1=O)c1ccccc1 (stereo not drawn)	-28.3%
48	O=C(O)C(c1c[nH]c2ccc(Cl)cc12)N1CCN(c2cccc(Cl)c2)CC1 (stereo not drawn)	-17.8%
49	CCOC(=O)C1(Cc2ccccc2F)CCCN(C(=O)CCN2CCCCC2=O)C1 (stereo not drawn)	10.5%
50	COCCC1(CO)CCCN(C(=O)CCc2c(C)noc2C)C1 (stereo not drawn)	37.8%[activator]
51	CCOc1ccccc1C(=O)N1CCC2(CC1)NC(=O)N(Cc1ccccc1)C2=O	28.1%
52	Cc1ccsc1-c1nc(-c2nnn3c2COC(c2ccc(Cl)cc2)C3)no1 (stereo not drawn)	17.9%
53	CCn1cc(S(=O)(=O)N2CCCN(Cc3ccncc3)C(c3ccccc3)CC(=O)NCC2)cn1 (stereo not drawn)	66.6%[activator]
54	c1ccc(Oc2ncnc3sc(-c4ccccc4)cc23)cc1	20.5%
55	Cc1cccc(CNCCn2cc(C(=O)Nc3ccccc3)nn2)c1	-6.6%
56	Clc1ccc(Cc2nc(-c3ccc(Br)o3)no2)cc1	u
57	COC(=O)C1=C(C)N(Cc2cccc(C(F)(F)F)c2)C(=NCc2ccc(C(F)(F)F)cc2)NC1c1ccc(C(F)(F)F)cc1 (stereo not drawn)	u
58	Cc1c(-c2ccccc2)[o+]c2ccccc2c1C#Cc1ccccc1	u
59	Cc1cc(C)n(-c2ccc(=O)n(CC(=O)Nc3ccc(C(N)=O)cc3)n2)n1	-10.1%
60	O=C1NCCCN1C1CCN(Cc2ccccn2)CC1	42.0%[176 µM]
61	Cc1cn2nc(C(=O)N3CCC(NC(=O)CCc4ccccc4)CC3)cc2c(=O)[nH]1	u
62	CS(=O)(=O)N1CCCc2cc(C(=O)CSc3nnc(C4CC4)n3Cc3ccccc3)ccc21	-13.6%
63	CC(C)Nc1nccc(C2(c3ccccc3Cl)CCNCC2)n1	17.2%
64	Cc1nnsc1C(=O)N[C@H]1CCN(C(=O)c2ccco2)[C@H](C(=O)N[C@H](Cc2ccccc2)C(N)=O)C1	-4.0%
65	O=C(c1ccc(Cl)cc1Cl)N(CCS(=O)(=O)N1CCOCC1)Cc1cccnc1	u
66	O=C(NCCc1ccccc1)Nc1ccc(Cl)cc1F	0.1%
67	CCOc1cc(C(=O)N2CCC(Cc3nc(-c4ccc(F)cc4)no3)CC2)cc(OCC)c1OCC	-22.2%
68	Cn1c(CO[C@H]2CN(C(=O)C3CC3)C[C@H]2F)nc2ccccc21	-0.6%[176 µM]
69	O=C(Nc1ccc2c(N3CCCC3)ncnc2c1)c1ccc(Cl)cc1	u
70	CC(C)N1Cc2nnn(Cc3ccccc3)c2-c2cc(F)ccc2S1(=O)=O	35.8%
71	COC(=O)c1ccccc1OS(=O)(=O)c1ccc2c(c1)CCC2	u
72	O=C(NCC1CC1)c1cc(C2CC2)nc2onc(C3CCNCC3)c12	10.4%[6.33 µM]
73	COC(=O)c1ccc2c(=O)[nH]c(CN(C)CC(=O)Nc3cccc(F)c3)nc2c1	30.1%[activator]
74	COc1ccc(C(=O)Nc2cccc3ccc(C)nc23)cc1	8.7%
75	CC(NC(=O)CCc1ccccc1)C1CC2CCC1C2 (stereo not drawn)	u
76	Cc1ccc(S(=O)(=O)N2CCN(C(=O)c3cc4ccccc4oc3=O)CC2)cc1C	-5.2%
77	CC(C)C(=O)NCCNC(=O)c1cn(C)c2ccccc12	-4.5%
78	CCCOc1nccnc1NC1CCN(C(=O)c2cccnc2)CC1	8.3%
79	CC(C)S(=O)(=O)N1CC[C@H]2C(=O)NCCCCCCN(Cc3ccncc3)[C@@H]2C1	21.4%
80	Cn1ccnc1CN1C(=O)CO[C@H](c2ccc(NC(=O)COc3ccccc3)cc2)[C@H]1CO	-43.9%
81	CCn1cc(C#N)c(=O)n(Cc2nc(-c3ccccc3C)no2)c1=O	-3.7%
82	N#Cc1ccc(C(C(=O)Nc2ccc3c(c2)OCCO3)n2c(=O)c(-c3ccco3)nc3ccccc32)cc1 (stereo not drawn)	-20.9%
83	COc1ccc2c(C)c(CC(=O)Nc3ccc4c(c3)OCCO4)c(=O)oc2c1C	-0.8%
84	O=C(O)c1cc(-c2ccc(Cl)c(Cl)c2)nc2ccccc12	u
85	COc1cccc(NC(=O)CCc2ncc(-c3ccc(C)cc3)o2)c1	u
86	O=C(c1ccno1)N1CCOC[C@H](Oc2ccc(C(F)(F)F)cn2)C1	8.4%[176 µM]
87	CC(C)(C)NC(=O)C(c1cccc2ccccc12)n1c(=O)c(-c2ccco2)nc2ccccc21 (stereo not drawn)	44.7µM*
88	O=C(NCCN1CCCCC1)[C@H]1[C@H](CO)[C@H]2Cn3c(cccc3=O)[C@@H]1N2C(=O)C1CC1	-6.6%
89	COc1ccc(NC(=O)c2ccc(-c3nnc4ccc(NC(=O)C5CCC5)cn34)cc2)cc1	5.0%
90	O=C(Cn1nc2n(c1=O)CCCCC2)Nc1ccc(F)cc1	3.1%
91	CN(C)CC1(O)CCC2(CCN(C(=O)c3[nH]nc4c3CCc3ccccc3-4)CC2)CC1	27.3%
92	Cc1oc2cc(OCC(=O)NCc3ccccc3)ccc2c(=O)c1Oc1ccccc1	-17.0%
93	CN1CC(=O)N(C2CCNC2)Cc2c(NC3CCCCCC3)ncnc21 (stereo not drawn)	u
94	COCC(=O)N1CCC2(CC1)CCN(c1ccc(-c3ccccc3)cc1)CC2	2.3%[57.4 µM]
95	O=C(c1ccc(C(F)(F)F)cc1)N1CCn2c(nnc2-c2ccncc2)C1	8.7%[6.33 µM]
96	Cc1ccc(NC(=O)c2ccoc2)cc1I	u

From entry 95 up to 96, as listed above:
cpd	SMILES	12-LOX inh
95	O=C(c1ccc(C(F)(F)F)cc1)N1CCn2c(nnc2-c2ccncc2)C1	8.7%[6.33 µM]
96	Cc1ccc(NC(=O)c2ccoc2)cc1I	u

Continuation:
cpd	SMILES	12-LOX inh
97	NCc1cccc(NC(=O)c2ccncc2)c1	15.1%
98	CCN1CCN(C2(C(=O)NCCC3CCCCO3)Cc3ccccc3C2)CC1 (stereo not drawn)	54.9%[activator]
99	N#Cc1nc(C2CC2)oc1N1CCN(Cc2ccc(Cl)cc2)CC1	u
100	CN1CC2(CCN(C(=O)c3cccn3C)CC2)CC1C(=O)N1CCOCC1 (stereo not drawn)	62.4%[activator]
101	O=C(O)C(c1c[nH]c2cc(F)ccc12)N1CCN(Cc2cccc3ccccc23)CC1 (stereo not drawn)	39.8µM*
102	Cn1ccnc1C(=O)N1CCCCCCNC(=O)[C@@H]2C[C@@H](c3nc(-c4cccnc4)no3)C[C@@H]21	32.8%[activator]
103	CN(C)S(=O)(=O)N1C[C@@H]2CC[C@H](C1)N(Cc1ccccc1C#N)C2	u
104	Cc1ccc(S(=O)(=O)N(C)c2cccc3c2S(=O)(=O)N([C@H](C)c2ccccc2)C[C@@H](COCc2ccccc2)O3)cc1	15.3%
105	O=C(CN1CCCCC1c1nc2ccccc2s1)NC(=O)Nc1ccc2c(c1)OCO2 (stereo not drawn)	-4.6%
106	CCN1CCN(CCNC(=O)CCC[C@@H]2[C@H]3CCCN4CCC[C@@H](CN2C(C)=O)[C@@H]34)CC1	64.6%[activator]
107	NC(=O)C1(NC(=O)c2ccc(I)cc2)CCCCC1	0.7%
108	COC(=O)CNC(=O)N1CCC(N2C(=O)C3(CCCC3)C2c2scnc2C)CC1 (stereo not drawn)	29.3%
109	C[C@H]1CN([C@@H](C)CO)C(=O)CCCn2nncc2CO[C@@H]1CN(C)S(=O)(=O)c1cccs1	-12.6%
110	CCS(=O)(=O)N1CCC2(CC1)CC(N1CCN(C(C)=O)CC1)CCO2 (stereo not drawn)	59.4%[activator]
111	O=C(OCc1cccs1)C1=NN(C2CCS(=O)(=O)C2)C(=O)CC1 (stereo not drawn)	57.0%[activator]
